Source: PubChem BioAssay (National Center for Advancing Translational Sciences (NCATS))
KAT2A inh: blocks human GCN5L2 histone acetyltransferase; Q92830; GCN5L2 HAT assay, ThioGlo1 CoA-SH fluorescence; Potency, µM (highest dose often 58.9 µM), for the others: at the highest dose activity change, negative = inhibition, usual class: inhibitors; 390,000 tested, 0.21% active; AID 504327
Target sequence (Q92830 whole entry, looked up): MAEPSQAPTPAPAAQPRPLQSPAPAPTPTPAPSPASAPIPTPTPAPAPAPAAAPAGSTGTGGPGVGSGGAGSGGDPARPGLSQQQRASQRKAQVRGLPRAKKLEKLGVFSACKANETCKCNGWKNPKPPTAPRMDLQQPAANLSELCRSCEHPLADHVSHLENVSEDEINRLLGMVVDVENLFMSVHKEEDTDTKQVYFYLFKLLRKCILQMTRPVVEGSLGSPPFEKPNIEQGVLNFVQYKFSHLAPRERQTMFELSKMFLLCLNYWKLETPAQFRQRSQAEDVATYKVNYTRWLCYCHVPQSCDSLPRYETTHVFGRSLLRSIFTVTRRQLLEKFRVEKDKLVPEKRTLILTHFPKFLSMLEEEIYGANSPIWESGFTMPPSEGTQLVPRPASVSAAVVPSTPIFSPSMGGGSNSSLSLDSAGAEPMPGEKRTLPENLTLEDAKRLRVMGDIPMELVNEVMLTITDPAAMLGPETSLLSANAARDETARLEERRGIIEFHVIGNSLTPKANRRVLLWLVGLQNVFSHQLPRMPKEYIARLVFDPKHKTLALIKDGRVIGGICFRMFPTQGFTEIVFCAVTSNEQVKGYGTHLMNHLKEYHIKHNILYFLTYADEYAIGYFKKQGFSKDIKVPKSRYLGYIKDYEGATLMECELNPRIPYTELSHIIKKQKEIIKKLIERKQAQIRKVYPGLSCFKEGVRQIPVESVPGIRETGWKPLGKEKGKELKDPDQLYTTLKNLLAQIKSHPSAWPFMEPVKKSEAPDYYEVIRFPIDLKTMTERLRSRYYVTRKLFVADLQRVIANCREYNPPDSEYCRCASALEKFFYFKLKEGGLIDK
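Preincubate 20nM GCN5L2 with compound 15 min, RT → add 50uM ThioGlo1 + 75uM H3(1-25) + 70uM acetyl-CoA → read fluorescence 0 and 20 min. Primary qHTS; fluorescent artifacts likely.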
DT40 TDP1 CPT: growth inhibition of DT40 Tdp1-/-;hTDP1 cells with camptothecin (screen for TDP1 inhibitors); chicken DT40 Tdp1-/-;hTDP1 cells + 20 nM CPT, ATP luminescence, 48 h; Potency, µM (top dose mostly 46.2 µM), for inactives: at the highest dose activity change, negative = growth inhibition, usual class: inhibitors; 420,000 tested, 12% active; AID 686979; further: nearly all actives have a fitted effect of over 55% in size
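Cell growth measured by CellTiter-Glo luminescence after a minimum 48 h, 37 C compound exposure with 20 nM CPT in Tdp1-knockout DT40 cells stably expressing hTDP1, seeded 400/well; qHTS titration format.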
DT40 TDP1 no CPT: qHTS for Inhibitors of human tyrosyl-DNA phosphodiesterase 1 (TDP1): qHTS in cells in absence of CPT | DT40 Tdp1-/- hTDP1 cells, no CPT, ATP luminescence, 48 h | Potency, µM (titrated, usually from 46.2 µM), for inactives: top-dose activity change, negative = growth inhibition, hits mostly inhibitors | 420,000 tested, 15% active | AID 686978, 2013; further: nearly all actives have a fitted effect of over 55% in size
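Chicken DT40 Tdp1-/- cells complemented with human TDP1, screened without camptothecin (DMSO vehicle only), 400 cells/well. Compounds pin-transferred, cells incubated at 37 °C for at least 48 hr. Growth read as ATP-dependent luminescence (CellTiter-Glo, 30 min at RT).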
* = called active by the depositor; ? = inconclusive; nt = no result given; [ ] = dose if it differs, or a comment. The call rests on the fitted dose curve; in most records, active means well fitted curve in the direction sought with a large enough effect; inconclusive means small, poorly fitted or top-dose-only effect, or another doubt; inactive means no such curve, though single readings can be large; an effect the other way counts as inactive or inconclusive. On the % scale 0 is the no-effect control and ±100 the full control effect; potency means the concentration at half of the fitted maximal effect. No enrichment for hits (roughly 18% active in at least one column).

SMILES | KAT2A inh | DT40 TDP1 CPT | DT40 TDP1 no CPT
COc1ccc(S(=O)(=O)N2CCCCCC2)cc1NC(=O)CCNC(=O)c1ccccc1Cl | nt | -13% | -27%
Cc1ccc2c(CN(C)Cc3ccc(Cl)cc3Cl)cc(=O)oc2c1 | -2% | -29% | ?
CC(=O)Nc1cn(-c2ccccc2)nc1-c1ccccc1 | -6% | 1% | 10%
COc1cc(NC(=O)COC(=O)CCc2nc3ccccc3c(=O)[nH]2)cc(OC)c1 | -2% | 2% | ?
Cc1cc(CNC(=O)C2CCC(=O)N(CCc3ccc(Cl)cc3)C2)no1 (centres undefined) | -1% | -10% | -5%
COc1ccc(N2CC(NC(=O)CCCc3ccccc3)CC2=O)cc1 (centres undefined) | -1% | -2% | -12%
COc1nc(NCCN2CCOCC2)nc(Nc2ccc([N+](=O)[O-])cc2)n1 | -1% | -20% | ?
COc1cccc(CNC(=O)N2CCN(S(=O)(=O)c3ccc(Cl)cc3)CC2)c1 | -21% | ? | ?
Cc1cc(C)c(OCCOCCN2CCNCC2)c(C)c1 | 0% | -16% | 2%
CCn1c(SCC(=O)NC2CCCC2)nnc1C(C)C | -1% | 3% | -5%
Cc1cc(C)nc(N/N=C/c2ccccc2OCc2ccccc2)n1 | -4% | ? | ?
CCN1CCN(CCNC(=O)c2ccc(CS(=O)(=O)c3ccccc3C)o2)CC1 | -9% | 2% | -6%
O=C(NC(Nc1nc2ccc([N+](=O)[O-])cc2s1)(C(F)(F)F)C(F)(F)F)c1ccccc1Cl | -3% | 0.33µM* | 0.18µM*
O=C(Cc1ccccc1F)Nc1ccc2c(c1)CCC2 | -4% | 18% | ?
CC(C)(C)NS(=O)(=O)c1ccc(OCC(=O)NCCC2=CCCCC2)cc1 | 0% | ? | -26%
O=S(=O)(c1cccc(C(F)(F)F)c1)N1CCN(CC(O)COCc2ccccc2)CC1 (centres undefined) | -14% | -25% | -7%
O=C(NCc1ccc(F)cc1)C1CCN(S(=O)(=O)N2CCC3(CC2)OCCO3)CC1 | 21% | -12% | 0%
COc1ccc(-c2ccc(C(=O)N3CCN(C)CC3)c3occc23)c(C)c1 | nt | 15µM* | 6.5µM*
O=C(CCc1nnc2ccc(NCc3ccccc3)nn12)NC1CCCCC1 | -5% | -30% | 20%
Cc1nc(SCC(=O)N2CCc3ccccc32)n[nH]1 | 2% | 5% | -22%
CCN(CC(=O)Nc1ccc(NC(C)=O)cc1)C(=O)c1cccc2ccccc12 | -6% | 26% | 12%
Cc1cc2nnc(SCC(=O)NC3CCCCC3)n2c(N)n1 | -3% | 10% | -1%
CSC1=N/C(=C\c2ccccc2F)C(=O)S1 | -5% | -29% | -4%
Cc1ccc(NC(=O)C(C)N=C2NS(=O)(=O)c3ccccc32)cc1 (centres undefined) | 0% | -11% | -7%
CC(=O)N1c2ccc(S(=O)(=O)NCC3CCC(C(=O)N4CC(C)CC(C)C4)CC3)cc2CC1C (centres undefined) | -6% | 16µM* | 13µM*
O=C(c1ccc(Br)o1)N1CCN(c2ccc3nnc(-c4ccc(F)cc4)n3n2)CC1 | -3% | ? | 18µM*
CC(=O)Oc1ccc2c3c(c(=O)oc2c1)CCCC3 | -12% | -12% | ?
CC(C)(C)S(=O)N1Cc2cc(C(=O)N3CCc4ccccc4C3)nc(-c3cccc(-c4cccnc4)c3)c2[C@@H]1CCO (some centres undefined) | nt | ? | 21µM*
O=C(CN1c2ccccc2S(=O)(=O)c2ccccc21)Nc1ccccc1Cl | 0% | ? | ?
O=C(Cc1ccccc1)Nn1c(O)c(/C=C2\C=Nc3ccccc32)sc1=S | -2% | -5% | ?
COc1ccc(NC(=O)c2cc(C)cc(C)c2)cc1S(=O)(=O)N1CCCCC1 | -13% | -18% | -20%
CC1CCCCN1C(=O)CN1C(=O)CN(C)C(=O)c2ccccc21 (centres undefined) | 1% | -11% | -1%
COc1cc(OC)cc(C(=O)NCC(=O)NCCN2C(=O)S/C(=C\c3ccccc3Cl)C2=O)c1 | -3% | ? | ?
COc1ccc2c(CC(=O)NCCN3C(=O)S/C(=C\c4cccnc4)C3=O)coc2c1 | -22% | ? | ?
CC1=C(C(=O)Nc2ccc(Br)cc2)C(c2ccco2)NC(=O)N1 (centres undefined) | -4% | 23µM* | ?
CC(=O)NS(=O)(=O)c1ccc(NC(=O)/C=C/c2ccco2)cc1 | 1% | 2% | 3%
CSCCC(NS(=O)(=O)c1ccc2ccccc2c1)C(=O)O (centres undefined) | 0% | -19% | 7%
COc1ccc(NC(=O)c2cc(S(=O)(=O)N3CCOCC3)ccc2C)cc1S(=O)(=O)N1CCOCC1 | -9% | -18% | -18%
O=C(Cc1ccc(Br)cc1)Nc1cccc(Cl)c1 | -1% | ? | ?
C=CCNC(=O)N1CCC(CO)(Cc2ccc(Cl)cc2)CC1 | -5% | -15% | -10%

Part of the list above in order of number of heavy atoms, ascending:
SMILES | KAT2A inh | DT40 TDP1 CPT | DT40 TDP1 no CPT
CSC1=N/C(=C\c2ccccc2F)C(=O)S1 | -5% | -29% | -4%
O=C(Cc1ccc(Br)cc1)Nc1cccc(Cl)c1 | -1% | ? | ?
CC(=O)Oc1ccc2c3c(c(=O)oc2c1)CCCC3 | -12% | -12% | ?
Cc1cc2nnc(SCC(=O)NC3CCCCC3)n2c(N)n1 | -3% | 10% | -1%
CC1=C(C(=O)Nc2ccc(Br)cc2)C(c2ccco2)NC(=O)N1 (centres undefined) | -4% | 23µM* | ?
Cc1ccc(NC(=O)C(C)N=C2NS(=O)(=O)c3ccccc32)cc1 (centres undefined) | 0% | -11% | -7%
O=C(CN1c2ccccc2S(=O)(=O)c2ccccc21)Nc1ccccc1Cl | 0% | ? | ?
COc1ccc(NC(=O)c2cc(C)cc(C)c2)cc1S(=O)(=O)N1CCCCC1 | -13% | -18% | -20%
CCN(CC(=O)Nc1ccc(NC(C)=O)cc1)C(=O)c1cccc2ccccc12 | -6% | 26% | 12%
O=C(c1ccc(Br)o1)N1CCN(c2ccc3nnc(-c4ccc(F)cc4)n3n2)CC1 | -3% | ? | 18µM*
COc1ccc2c(CC(=O)NCCN3C(=O)S/C(=C\c4cccnc4)C3=O)coc2c1 | -22% | ? | ?
COc1cc(OC)cc(C(=O)NCC(=O)NCCN2C(=O)S/C(=C\c3ccccc3Cl)C2=O)c1 | -3% | ? | ?
COc1ccc(NC(=O)c2cc(S(=O)(=O)N3CCOCC3)ccc2C)cc1S(=O)(=O)N1CCOCC1 | -9% | -18% | -18%
CC(C)(C)S(=O)N1Cc2cc(C(=O)N3CCc4ccccc4C3)nc(-c3cccc(-c4cccnc4)c3)c2[C@@H]1CCO (some centres undefined) | nt | ? | 21µM*

The listing continues.
SMILES | KAT2A inh | DT40 TDP1 CPT | DT40 TDP1 no CPT
COc1cc(C(=O)Nn2c(CC(C)C)nc3ccccc3c2=O)cc(OC)c1OC | -4% | ? | ?
Cc1nc(-c2noc(-c3ccccc3Cl)n2)c(C(F)(F)F)o1 | 2% | -5% | -18%
COc1cc(C(=O)Nc2sc3c(c2C(=O)NCc2ccco2)CCCC3)cc(OC)c1OC | -14%[0.501 µM] | ? | 21µM*
CCC(C)(C)n1nnnc1C(C(C)C)N(CCN1CCOCC1)Cc1cc2cccc(C)c2[nH]c1=O (centres undefined) | 0% | 18µM* | -25%
Cc1ccc(S(=O)(=O)c2nc(-c3cccc(C)c3)oc2N2CCCCC2)cc1 | -17% | ? | 23µM*
Cc1ccccc1Nc1c(-c2ccc(Cl)s2)nc2ccccn12 | nt | -5% | ?
FC(F)(F)c1cccc(Cn2nnnc2-c2ccc(Cl)cc2)c1 | -4% | -15% | ?
O=C(CCC(=O)OCC(=O)c1ccc(C(F)(F)F)cc1)OCC(=O)c1ccc(C(F)(F)F)cc1 | 3% | 9% | 3%
O=C1CC(c2ccccc2)SC(N(c2ccccc2)c2ccccc2)=N1 (centres undefined) | -2% | ? | -22%
CCc1ccc2[nH]c(=O)c(CN(CCCN3CCOCC3)C(=O)Nc3ccccc3)cc2c1 | -1% | 23µM* | 21µM*
CCn1cc(CN2CCc3c([nH]c4ccccc34)C2c2ccc(F)c(OC)c2)c(C)n1 (centres undefined) | 0% | ? | -24%
O=C(NC(=S)Nc1ncccn1)c1ccccc1Br | 4% | -27% | -13%
CC(=O)Nc1ccc(S(=O)(=O)N(C)CC(=O)OCC(=O)N(C)c2ccccc2)cc1 | 0% | 1% | -19%
CC(NC(=O)[C@H](C)NC(=O)[C@@H]1CSC2c3ccccc3C(=O)N21)c1ccccc1 (some centres undefined) | -6% | -30% | 8%
O=C(c1cccc(Cl)c1)N1CCN(Cc2ccccc2F)CC1 | nt | -19% | ?
CCOC(=O)C(=O)Nc1cccc(C(=O)OCC)c1 | -2% | 0% | -24%
CC(C)CCNC(=O)[C@@H](NC(=O)c1c(F)cccc1F)C(C)C | 0% | -9% | -5%
Cc1ccc(S(=O)(=O)N(C)CC(=O)Oc2ccc(-c3nnco3)cc2)cc1 | -2% | -3% | -11%
C=C(C)c1ccccc1 | 1% | 11% | -12%
COc1ccc(/C=N/NC(=O)c2cc(-c3ccccc3)nc3ccccc23)c(OC)c1 | -2% | 15µM* | ?
Cc1ccc(S(=O)(=O)N2CCCN(S(=O)(=O)c3ccc(C(F)(F)F)cc3)CC2)cc1 | 13% | -11% | -25%
CCCS(=O)(=O)NC(=O)C1(C)CCCN(C(=O)c2cccc3ccccc23)C1 (centres undefined) | nt | -3% | -1%
COc1cccc(-c2nnc(SCC(=O)OC(C)C)n2N)c1 | -1% | -2% | -7%
Cc1ccc(SCc2ccc(C(=O)Nc3nccs3)o2)cc1 | -9% | 0% | 8%
N#Cc1ccc(C(=O)OCC(=O)Nc2cccc(S(=O)(=O)NC3=NCCC3)c2)cc1 | -4% | -3% | 4%
CC(CCc1ccccc1)NC(=O)CCC(=O)N1CCC(C(=O)O)CC1 (centres undefined) | -3% | 6% | -27%
CCC(c1nnnn1CCOC)N1CCN(Cc2ccccc2)CC1 (centres undefined) | -2% | 6% | 6%
O=C(Nc1ccc(Cl)cn1)c1ccccc1[N+](=O)[O-] | -4% | ? | ?
CCCCCCn1c(N2CCCC2)nc2c1c(=O)n(C)c(=O)n2C | -17% | ? | 18µM*
Cc1ccc(S(=O)(=O)N2[C@H](CC(=O)c3ccc(F)cc3)OC[C@@H]2C(C)C)cc1 | nt | ? | ?
Cc1ccc(N(C(C)C(=O)Nc2c(C)n(C)n(-c3ccccc3)c2=O)S(C)(=O)=O)cc1C (centres undefined) | -4% | 10% | -3%
CCC1(C)C(Nc2c(C)cccc2C)=NC(=S)N1c1ccc(NC(C)=O)cc1 (centres undefined) | 5% | -8% | -2%
CCn1c(CNC(=O)c2ccccc2Br)nnc1SCC(=O)Nc1nncs1 | -15% | -6% | -12%
CC(C)Nc1nc(-c2ccccc2)nnc1-c1ccccc1 | 0% | ? | ?
COc1ccccc1OCCn1nnc2ccccc21 | -5% | 8% | 0%
Cc1ccccc1CCNC(=O)c1ccc2c(c1)c(C)c(C)n2C | 1% | ? | ?
COc1cccc(-c2ncc3ccccc3c2COC(=O)c2ccccc2C(=O)O)c1 | 1% | -26% | ?
CCN(CC)C(=O)COc1ccc(/C(C)=N/NC(=O)c2ccccc2-n2cccc2)cc1 | 1% | -15% | ?
Cc1ccc(SCCNC(=O)CN(c2cccc(C)c2C)S(C)(=O)=O)cc1 | -3% | ? | ?
C=CCNc1c2c(nc3ncnn13)CC(C)CC2 (centres undefined) | 3% | -20% | ?
O=C(CCN1C(=O)/C(=C/c2ccccc2)SC1=S)N1CCCCCC1 | -7% | 12µM* | 21µM*
COCCN(C(=O)CSc1nc2ccc(OC)cc2[nH]1)c1c(N)n(Cc2ccccc2)c(=O)[nH]c1=O | 1% | -11% | -3%
COC(=O)/C=C1\SC(=NC(=O)c2ccc(C)cc2)NC1=O | -9% | -13% | -29%
CC1CCN(S(=O)(=O)c2ccc3c(c2)oc(=O)n3C)CC1 | -28% | -2% | -14%
CCOC(=O)c1sc(=NC(=O)c2ccccc2Br)n(C)c1C | -2% | -2% | 12%
O=C(Nc1nnc(-c2ccccc2Cl)s1)c1ccccc1F | -4% | 6% | 6%
COc1ccc(C[C@](C)(N)C(=O)O)cc1OC | -12% | -25% | 2.3µM*
